STK33 inh = blocks human STK33 kinase activity; purified STK33, MBP phosphorylation, ADP-Glo luminescence; inhibition, % at 10 µM; Q9BYT3; 0.073% of 320,000 active;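 active means inhibition at or above 25%, using the most active replicate where run in duplicate; inactive means inhibition below 25%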
Target sequence (Q9BYT3 whole entry, looked up): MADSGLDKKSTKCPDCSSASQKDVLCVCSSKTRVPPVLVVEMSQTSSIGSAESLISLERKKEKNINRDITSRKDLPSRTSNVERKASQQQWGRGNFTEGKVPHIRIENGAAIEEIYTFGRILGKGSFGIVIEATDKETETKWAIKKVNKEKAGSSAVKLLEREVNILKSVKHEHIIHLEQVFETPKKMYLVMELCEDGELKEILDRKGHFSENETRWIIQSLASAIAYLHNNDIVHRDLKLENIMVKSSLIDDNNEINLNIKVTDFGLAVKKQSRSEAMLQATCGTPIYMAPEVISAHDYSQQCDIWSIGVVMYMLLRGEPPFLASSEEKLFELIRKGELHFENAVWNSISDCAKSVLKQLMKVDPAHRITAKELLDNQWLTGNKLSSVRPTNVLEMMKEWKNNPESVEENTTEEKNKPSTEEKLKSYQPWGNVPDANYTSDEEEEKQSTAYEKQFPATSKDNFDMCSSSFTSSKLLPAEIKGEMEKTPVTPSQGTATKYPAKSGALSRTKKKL
An asterisk follows results filed as active. A portion of the library, so the mix of outcomes need not match the whole.

SMILES	STK33 inh
Cc1noc(C)c1S(=O)(=O)Nc1ccc2c(c1)CC(=O)N([C@H](C)CO)C[C@H](C)[C@@H](CN(C)CC1CC1)O2	-0.8
COc1ccc(CCNC(=O)/C=C/c2ccc(S(=O)(=O)N3CCOCC3)cc2)cc1	-0.1
O=C(NNC(=O)c1cc(Br)c(Br)s1)c1ccncc1	-1.6
O=c1oc(CCO)cc2ccc(C#Cc3ccsc3)cc12	0.7
CC(Sc1nnc(C2CC2)n1C1CC1)C(=O)N(C)C1(C#N)CCCCC1 (configuration not stated)	-0.8
O=C(C[C@@H]1C/C=C\C[C@H](NC(=O)OCC2c3ccccc3-c3ccccc32)C(=O)O[C@H](c2ccccc2)CNC1=O)NCCO	7.1
CC(=O)Nc1ccc(C(=O)COC(=O)c2ccco2)c(F)c1	0.1
CC1(c2ccccc2Cl)NC(=O)N(CC(=O)N2CCc3ccccc32)C1=O (configuration not stated)	-0.9
C=CCn1c(SCC(=O)NC2(C)CCS(=O)(=O)C2)nc2ccccc21 (configuration not stated)	0.1
CN(C)c1ccc(S(=O)(=O)N2CCCCC2)cc1NC(=O)CCNC(=O)c1ccco1	-0.9
CCN(c1ccc(NC(=O)CSCc2c(C)noc2C)cc1)C(C)C	-1.1
O=C(CCCOc1ccccc1)Nc1cc(S(=O)(=O)N2CCOCC2)ccc1N1CCOCC1	0.2
CCN(C(=O)COC(=O)c1cccnc1SC)C1CCCCC1	-1.0
CCOC(=O)c1[nH]cnc1C(=O)NC1CCN(C(=O)OC(C)(C)C)CC1	-0.7
O=C(CN1CCN(CC(=O)Nc2ccccc2Cl)CC1)NCC1(N2CCCCC2)CCCCC1	0.1
CC(C)[C@H](NS(=O)(=O)c1ccccc1)C(=O)OCC(=O)NC1CCCCC1	-0.4
O=S(=O)(c1ccccc1)c1nc(-c2ccc(F)cc2)oc1NCC1CCCO1 (configuration not stated)	-0.1
O=C(CN1CCN(c2ccccc2O)CC1)NC(=O)NCc1ccccc1	0.7
CC(C)Oc1ccc(-c2nn(-c3ccccc3)cc2/C=c2\sc3ncnn3c2=O)cc1	-0.9
CN(C)c1cccc(O)c1	-0.9
CCCSc1ccc([C@@H]2[C@@H]3C(=O)N(C)C(=O)[C@@H]3[C@]3(C(=O)OC)CCCN23)cc1OC	0.1
CCC(C)c1ccc(NC(=O)COC(=O)CCNC(=O)c2ccco2)cc1 (configuration not stated)	-2.1
Cc1cc(C)nc(NS(=O)(=O)c2ccc(N3C(=O)C4CC=C(Cl)CC4C3=O)cc2)n1 (configuration not stated)	-2.9
CC(C(=O)Nc1ccc(S(=O)(=O)N2CCCC2)cc1)N1CCc2ccccc2C1 (configuration not stated)	-0.8
Cc1ccc(CNC(=O)c2cccc3c2C(=O)c2ccc(N4CCOCC4)cc2S3(=O)=O)cc1	-1.5

Sorted by molecular weight (highest first): three of the compounds above
SMILES	STK33 inh
CN(C)c1ccc(S(=O)(=O)N2CCCCC2)cc1NC(=O)CCNC(=O)c1ccco1	-0.9
CC1(c2ccccc2Cl)NC(=O)N(CC(=O)N2CCc3ccccc32)C1=O (configuration not stated)	-0.9
O=C(CN1CCN(c2ccccc2O)CC1)NC(=O)NCc1ccccc1	0.7

(list continues)
SMILES	STK33 inh
C=CC(=O)N1CCCC(Nc2nc(Nc3ccc(N(C)C(=O)CC)cc3C)nc3nc[nH]c23)C1 (configuration not stated)	8.1
Cc1ccc2c(c1)CCCN2CC(=O)N(C)c1c(N)n(Cc2ccccc2)c(=O)[nH]c1=O	-0.1
CCCn1nc(C(=O)N2CCN(S(=O)(=O)c3ccc(C)c(C)c3)CC2)c2ccccc2c1=O	0.5
CN(C(=O)COC(=O)c1cc(=O)[nH]c2ccccc12)c1ccccc1	0.0
C#CCOCCOCCOCCNc1nc(N2CCN(C(=O)C(Cc3cc4ccccc4[nH]3)n3cc(C(N)Cc4ccc(O)cc4)nn3)CC2)nc(N2CCN(C(=O)C(CCC(=O)O)n3cc(C(N)C(C)CC)nn3)CC2)n1 (configuration not stated)	-1.2
C#CCOCCOCCOCCNc1nc(N2CCN(C(=O)[C@H](CCC(=O)O)n3cc(CN)nn3)CC2)nc(N2CCN(C(=O)[C@H](CCC(=O)O)n3cc([C@@H](N)[C@H](C)CC)nn3)CC2)n1	-1.7
COc1ccc(NC(=O)C2C3C=CC(C3)C2C(=O)NCc2ccccn2)c(OC)c1 (configuration not stated)	7.0
COc1ccccc1CNC(=O)COC(=O)C12CC3CC(CC(O)(C3)C1)C2	-1.2
Cc1nnc(NC(=O)c2cccc(S(=O)(=O)N(C)c3cccc(Cl)c3)c2)s1	0.2
CCN(C(=O)COC(=O)/C=C/c1ccc(OC(F)F)c(OC)c1)C1CCS(=O)(=O)C1 (configuration not stated)	-1.1
O=C(COC(=O)c1cccnc1Cl)NC1CCCCC1	-1.8
COCCn1c(=N)c(C(=O)NCc2ccco2)cc2c(=O)n3ccccc3nc21	-0.9
Cc1ccc(Br)c(NS(=O)(=O)c2cccc(C(=O)N3CCNC(=O)C3)c2)c1	-2.6
Cc1ccc(S(=O)(=O)N2CCN(CC(O)CN3CCOCC3)CC2)cc1 (configuration not stated)	0.6
Cc1cc2c(c(CO)c1CCO)C(=O)[C@@H](C)[C@@H]2O	0.3
CC(=O)Oc1c(C)c(C)c2c(c1C)CC[C@@](C)(CCC[C@H](C)CCC[C@H](C)CCCC(C)C)O2	-2.3
CC(Sc1nnnn1-c1ccc(O)cc1)C(=O)NNC(=O)c1ccc(F)cc1 (configuration not stated)	-0.4
O=C(Nc1ccccn1)c1cccc(S(=O)(=O)N2CCCc3ccccc32)c1	0.1
CC1(NC(=O)Cc2ccc(Cl)c(Cl)c2)CCS(=O)(=O)C1 (configuration not stated)	0.4
COc1ccccc1C(=O)NCC(=O)N1CC=C(c2ccccc2)CC1	0.1
Cc1cc(C)c(NC(=O)COC(=O)c2nc3nccc(C)n3n2)c(Cl)c1	-0.9
COc1ccc(Br)cc1/C=C/C(=O)c1ccc(NC(C)=O)cc1	-0.2
O=C(CCNC(=O)c1ccc(Cl)cc1)NCCCN1CCOCC1	-0.3
O=C(Nc1ccc(Br)cn1)c1cccc(S(=O)(=O)N2CCCC2)c1	2.7
C=C(Cl)COc1ccc2c(CC)cc(=O)oc2c1	0.2

The list goes on; the last six above are carried over.
SMILES	STK33 inh
COc1ccccc1C(=O)NCC(=O)N1CC=C(c2ccccc2)CC1	0.1
Cc1cc(C)c(NC(=O)COC(=O)c2nc3nccc(C)n3n2)c(Cl)c1	-0.9
COc1ccc(Br)cc1/C=C/C(=O)c1ccc(NC(C)=O)cc1	-0.2
O=C(CCNC(=O)c1ccc(Cl)cc1)NCCCN1CCOCC1	-0.3
O=C(Nc1ccc(Br)cn1)c1cccc(S(=O)(=O)N2CCCC2)c1	2.7
C=C(Cl)COc1ccc2c(CC)cc(=O)oc2c1	0.2
Cc1c(C(=O)OCc2nnc(-c3ccccc3)o2)oc2ccccc12	-0.8
COC(=O)c1cccc(NC(=O)CSc2ncn[nH]2)c1	-0.5
C[C@H](CO)N1C[C@H](C)[C@@H](CN(C)CC2CCCCC2)Oc2c(NS(=O)(=O)c3ccccc3)cccc2C1=O	0.2
O=C(Cn1nnc(-c2ccccc2Cl)n1)Nc1cccc(S(=O)(=O)N2CCCC2)c1	-0.4
CCOc1ccc(C(CC(=O)O)NC(=O)C(c2ccccc2)c2ccccc2)cc1OC (configuration not stated)	-1.3
CC(=O)NS(=O)(=O)c1ccc(NC(=O)c2ccc3c(c2)NC(=O)CS3)cc1	1.7
O=C(OCc1cc(=O)n2ccsc2n1)c1ccccc1O	-0.5
COc1ccc([C@H]2CC(=O)C=C(c3cc4ccccc4s3)C2)cc1	-1.0
CN(CC(=O)Nc1cccc(F)c1)C(=O)c1ccc(OCc2ccccc2)cc1	0.8
O=C(COC(=O)/C=C/c1ccc(F)cc1)Nc1ccc(S(=O)(=O)N2CCOCC2)cc1	-1.4
CC1O[C@H](OC2C(COC3OC(CO)C(O)[C@H](O)C3O)OC(OC3CC[C@]4(C)C(CC[C@@]5(C)[C@@H]4C=C[C@]46OC[C@@]7(CCC(C)(C)C[C@H]74)C(O)C[C@@]56C)C3(C)C)C(O)C2O)C(O)C(O)C1O (some centres not stated)	0.0
CCc1ccc(-c2nc(-c3ccncc3)no2)cc1	-2.3
NC(=O)CC1NC(=O)c2cc([N+](=O)[O-])cc(I)c2OCCC(C(N)=O)NC(=O)[C@@H]2CCCN2C1=O (some centres not stated)	-1.2
Cc1ccc(NC(=O)CSc2nc(N)cc(=O)[nH]2)cc1S(=O)(=O)N1CCCCC1	-0.1
COc1ccc(NC(=O)C2CCN(C(=O)c3ccccc3)CC2)c(OC)c1	-0.2
Cc1cccc(C)c1NC(=O)CSc1n[nH]c(=O)n1C1CC1	-3.7
O=C(OCc1c(-c2ccccc2)ncc2ccccc12)N1CCOCC1	-0.4
O=C(C[C@H]1C/C=C\C[C@H](NC(=O)OCC2c3ccccc3-c3ccccc32)C(=O)OC[C@H](Cc2ccccc2)NC1=O)N[C@H](CO)Cc1ccccc1	-2.3
Cc1cccc(NC(=O)CN(CC2CCCO2)C(=O)c2cc(S(=O)(=O)N(C)C)ccc2F)c1C (configuration not stated)	-1.8
CN1CCc2nc3sc(C(=O)C45CC6CC(CC(C6)C4)C5)c(N)c3cc2C1	3.6
CCc1ccccc1C1=CC(=O)C[C@H](c2ccc(OC)cc2)C1	-1.0
COc1ccc(S(=O)(=O)Nc2ccc3c(c2)C(=O)N([C@@H](C)CO)C[C@H](C)[C@H](CN(C)S(=O)(=O)c2ccc(F)cc2)O3)cc1	-0.8
CCN(C[C@H]1N[C@@](Cc2ccccc2)(C(=O)OC)[C@H]2C(=O)N(Cc3ccccc3)C(=O)[C@@H]12)S(=O)(=O)c1ccccc1	-0.4
Cc1ccc2c(c1)CCCN2CC(=O)Nc1cc(S(=O)(=O)N2CCCC2)ccc1Cl	-0.1
O=C(CN1C(=O)NC(c2ccccc2)(c2ccccc2)C1=O)NC1CCCC1	-1.3
The list continues:
SMILES	STK33 inh
Cc1ccc(C(=O)NNC(=O)COc2ccc(Cl)cc2C)o1	0.4
CC(C)(CNC(=O)CNC(=O)C1CCCCC1)N1CCOCC1	6.2
CCCOc1ccc(C(=O)CCC(=O)Nc2ccc(N3CCN(C)CC3)cc2)cc1	-1.5
O=C(NCC(c1ccco1)N1CCCCC1)c1ccc([N+](=O)[O-])s1 (configuration not stated)	-0.5
COc1ccc2sc(-c3ccc(N(C)C)cc3)c(C#CCO)c2c1	-0.4
CCN(CC)C(=O)[C@H]1CC(CC(=O)NCCN2CCOCC2)C(=O)N2CCc3c([nH]c4ccccc34)[C@]12C (some centres not stated)	-1.3
COc1ccc(S(=O)(=O)N2CCN(C(=O)CN3C(=O)NC(C)(C)C3=O)CC2)cc1	-0.1
Cn1ccnc1SCC(=O)Nc1ccc(SC(F)F)cc1	-1.1
CCOC(=O)CCCCCC(=O)Nc1ccc2c(c1)CC(=O)N([C@@H](C)CO)C[C@H](C)[C@@H](CN(C)Cc1ccccc1)O2	0.0
COc1ccccc1N1CCN(C(=O)C(NS(=O)(=O)c2cccs2)c2ccccc2)CC1 (configuration not stated)	-2.4
O=C(COC(=O)COc1ccc(Br)cc1)NCc1ccc2c(c1)OCO2	0.3
Cc1ccc(S(=O)(=O)N2CCOCC2)cc1C(=O)N1CCN(S(=O)(=O)c2cccc(F)c2)CC1	0.5
COc1ccc(Br)cc1CN(C)C(=O)Cc1ccc(OC)c(S(=O)(=O)N2CCOCC2)c1	0.6
CC(C)CCn1c(C(C)O)nc2ccccc21 (configuration not stated)	0.1
Cc1ccc(S(=O)(=O)N(C)CC(=O)NCC(c2ccc(F)cc2)N2CCOCC2)cc1 (configuration not stated)	-1.1
C#CCOCCOCCOCCNc1nc(N2CCN(C(=O)CCCCCCCCCCNC(=O)[C@H](CCCCN)n3cc(C)nn3)CC2)nc(N2CCN(C(=O)CCCCCCCCCCNC(=O)[C@@H]([C@H](C)CC)n3cc(CCCCCN)nn3)CC2)n1	14
COc1ccc(C(=O)COC(=O)c2sc(C)nc2C)cc1OC	0.5
O=C(CN1C(=O)CCOc2ccccc21)Nc1cccc(S(=O)(=O)N2CCOCC2)c1	0.1
CCOC(=O)C(CCCOc1ccccc1C)C(=O)OCC	3.1
COc1ccc(CN2CCN(CC(=O)Nc3ccccc3C(=O)NC3CC3)CC2)cc1F	-2.0
COc1ccc(NC(=O)C2CC2)cc1S(=O)(=O)N1CCOCC1	-0.4
O=C(COC(=O)c1ccc(O)cc1)Nc1cc(S(=O)(=O)N2CCOCC2)ccc1Cl	-0.1
O=C(CN1CCN(CC(=O)Nc2ccc(F)cc2)CC1)NCC1(N2CCOCC2)CCCCC1	0.3
C#CCOCCOCCOCCNc1nc(N2CCN(C(=O)CCCCCCCCCCNC(=O)[C@@H]([C@H](C)O)n3cc(C)nn3)CC2)nc(N2CCN(C(=O)CCCCCCCCCCNC(=O)[C@@H]([C@H](C)O)n3cc(C)nn3)CC2)n1	-2.3
COc1cc2c(cc1OC)CN(C(=O)c1cccc(S(=O)(=O)N3CCc4ccccc43)c1)CC2	-0.1
COc1ccccc1NC(=O)COC(=O)C1CCCC1	-3.4
COc1cc(C(=O)NC2CCN(C)CC2)ccc1Nc1ncc2c(n1)N(C1CCC(O)CC1)CCC(=O)N2C (configuration not stated)	54*
Cc1ccc2c(c1)-n1c(nc3ccc(C)cc3c1=O)C(Cc1ccccc1)NC2=O (configuration not stated)	-1.7
COCCn1c(SCC(=O)Nc2cccnc2Cl)nc2ccccc2c1=O	-0.7

3 compounds already listed, arranged by the number in STK33 inh, descending:
SMILES	STK33 inh
CCOC(=O)C(CCCOc1ccccc1C)C(=O)OCC	3.1
Cc1ccc(S(=O)(=O)N2CCOCC2)cc1C(=O)N1CCN(S(=O)(=O)c2cccc(F)c2)CC1	0.5
COc1ccccc1N1CCN(C(=O)C(NS(=O)(=O)c2cccs2)c2ccccc2)CC1 (configuration not stated)	-2.4

Single values from the results shown:
STK33 inh result of O=C(COC(=O)COc1ccc(Br)cc1)NCc1ccc2c(c1)OCO2 stands at 0.3
STK33 inh result of COCCn1c(SCC(=O)Nc2cccnc2Cl)nc2ccccc2c1=O stands at -0.7
STK33 inh result of COc1ccccc1NC(=O)COC(=O)C1CCCC1 stands at -3.4
